# High-throughput results: PubChem, several laboratories
# PolyA inh = polyadenylation inhibitors in yeast reporter cells, primary screen, luminescence, S. cerevisiae; 300,000 tested, 0.02% active; calls only at 12 µM; AID 1875, 2009; S. cerevisiae SKY197-pL101 polyadenylation reporter, beta-gal luminescence; efflux-impaired pdr1/pdr3 knockout yeast; score 100 = 6 SD above DMSO;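 active = lowest replicate activity score at least 50, where 100 means six control SD above control mean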;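 also: yeast exposed to compound for 9 h at 30 °C; higher score means more reporter readthrough which indicates perturbed polyadenylation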
# GSK3B inh = human GSK3beta kinase inhibitors, primary screen, biochemical, cell-free homogeneous, HTS. activity score (negative = inhibition), % at 10 µM. 300,000 tested, 0.038% active. GST-GSK3beta kinase, ADP-Glo luminescence, 60 min; stronger effect = lower value. AID 2097, 2009. Glycogen synthase kinase-3 beta (Homo sapiens), P49841;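 active = more than half of replicate wells score below -50%, meaning over 50% inhibition versus plate controls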;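 also: 0% = median DMSO wells and -100% = median GW8510 positive control wells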
#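 Test system: GST-tagged human GSK3beta kinase, cell-free; evaluation: activity score scaled between in-plate DMSO and GW8510 controls; measured by: ADP-Glo luminescence; incubation: 60 min reaction, RT; benchmarks: DMSO and 20 µM GW8510; reagent: peptide substrate plus 25 µM ATP (final); medium: Tris/MgCl2 kinase buffer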
# GSK3A inh = blockers of GSK3A enzyme activity – biochemical, luminescence, cell-free homogeneous, HTS, primary screen | 320,000 tested, 0.1% active | Glycogen synthase kinase-3 alpha (Homo sapiens), P49840 | inhibition, % at 10 µM | GSK-3 alpha kinase, ADP-Glo luminescence, 60 min;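 in the data active = inhibition above about 50%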;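 also: GST-tagged GSK-3 alpha with peptide substrate and 25 µM ATP; 0% = DMSO neutral wells and 100% = GW8510 positive control wells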
# Target sequence (P49840 whole entry, looked up): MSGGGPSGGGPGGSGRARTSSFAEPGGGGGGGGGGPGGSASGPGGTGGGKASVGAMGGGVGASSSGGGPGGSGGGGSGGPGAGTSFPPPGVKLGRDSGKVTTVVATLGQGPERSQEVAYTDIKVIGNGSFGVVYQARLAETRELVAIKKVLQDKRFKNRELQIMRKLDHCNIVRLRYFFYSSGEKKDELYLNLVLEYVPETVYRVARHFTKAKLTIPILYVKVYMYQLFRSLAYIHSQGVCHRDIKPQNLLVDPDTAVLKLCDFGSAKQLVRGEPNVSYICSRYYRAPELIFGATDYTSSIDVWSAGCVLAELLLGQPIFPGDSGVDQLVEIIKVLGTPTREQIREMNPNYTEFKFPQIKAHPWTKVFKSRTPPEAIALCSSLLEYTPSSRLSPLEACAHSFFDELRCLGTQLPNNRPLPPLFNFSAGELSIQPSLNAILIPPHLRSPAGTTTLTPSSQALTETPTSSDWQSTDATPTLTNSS
# HDAC3 inh = HDAC3 deacetylase inhibitors, primary screen, biochemical, fluorescence, cell-free homogeneous. Histone deacetylase 3 (Homo sapiens), O15379. recombinant HDAC3, fluorogenic peptide/trypsin coupled. inhibition, % at 8.3 µM. 320,000 tested, 0.15% active. AID 2718, 2010; in the data active = inhibition above about 26%, passing the limit was not always enough
# Target sequence (O15379 whole entry, looked up): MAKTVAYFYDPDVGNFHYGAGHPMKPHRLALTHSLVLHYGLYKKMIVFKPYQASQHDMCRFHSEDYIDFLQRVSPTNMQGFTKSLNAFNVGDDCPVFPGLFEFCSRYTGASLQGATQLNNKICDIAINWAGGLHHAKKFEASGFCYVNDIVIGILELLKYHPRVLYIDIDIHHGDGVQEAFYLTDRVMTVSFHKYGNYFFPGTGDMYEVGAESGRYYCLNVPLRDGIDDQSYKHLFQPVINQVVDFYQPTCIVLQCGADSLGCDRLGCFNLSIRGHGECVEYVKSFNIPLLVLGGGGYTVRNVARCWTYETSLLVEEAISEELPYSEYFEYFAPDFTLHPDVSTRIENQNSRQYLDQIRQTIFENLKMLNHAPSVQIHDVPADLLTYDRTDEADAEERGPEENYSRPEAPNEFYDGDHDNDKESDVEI
# HSF1 activator = HSF-1 activators, primary screen, NIH3T3-HGL cells, MG132 stress, luminescence, single point; NIH3T3-HGL HSF-1 luciferase reporter, 8 h; 100% = twice DMSO control signal; activation, % at 9 µM; 300,000 tested, 1.7% active; AID 504408, 2011;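 active = mean replicate activation of at least 50% with a set share of replicates each reaching 50%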;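 also: 0% = median of the neutral control wells and 100% = twice that signal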
# HSF1 inh = HSF1 inhibitors in luciferase reporter cells, primary screen, cell-based, NIH3T3, luminescence. NIH3T3-HGL HSE-luciferase, MG132-induced, luminescence 8 h; stronger effect = lower value. activity change, negative = inhibition, % at 7.5 µM (by protocol). 300,000 tested, 0.77% active. AID 2098, 2009;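 active = more than half of replicate wells show activity change below -50%, luminescence cut by over half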;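 also: luciferase reports HSF-1 transcriptional activity via heat shock element; 0% = median of DMSO wells and -100% = zero luminescence signal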
# AI-2 QS mod = Vibrio harveyi AI-2 quorum sensing modulators, primary screen, JMH597 strain, luminescence/OD600 ratio; AID 2094, 2009; activity change, % at 7.5 µM; 300,000 tested, 0.4% active; Vibrio harveyi JMH597 AI-2 luminescence/OD600 ratio, 9 h; stronger effect = lower value; strain lacks LuxN and CqsS sensors; 0 = neutral-control median; in the data active = activity change below about -75%, passing the limit was not always enough;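 also: luminescence divided by OD600 gain over 9 h not by final OD600 alone; inactives centre near 13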
# Platelet DG rel = inhibitors of platelet dense granule secretion, primary screen, cell-based, MLPCN, human platelets; human platelet-rich plasma, SFLLRN dense granule ATP release, luminescence; inhibition, %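 (compounds screened at 7.5 µM in platelet-rich plasma)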; 300,000 tested, 0.22% active; AID 1663, 2009;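 active = mean replicate score, as percent of positive control, at or above 50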
# HSP90 refold inh = HSP90 inhibitors, primary screen, cell lysate, luminescence. 290,000 tested, 0.91% active. Rabbit reticulocyte lysate, luciferase refolding luminescence, 3 h. inhibition, % at 5.6 µM;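 active = inhibition above the screen-wide mean plus 3 SD, computed separately per campaign, cut at about 16% in these data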;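 also: 0% = DMSO wells and 100% = 60 µM geldanamycin wells; inhibitors lower the luminescence because luciferase stays unfolded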
# DYRK1A inh = rat Dyrk1A kinase inhibitors, primary screen, biochemical, single point, plate reader; Dual specificity tyrosine-phosphorylation-regulated kinase 1A (Rattus norvegicus), Q63470; ADP-Glo luminescence, NFATc1 peptide; inhibition, % at 12.5 µM; 310,000 tested, 0.43% active; AID 504441, 2011; in the data active = inhibition above about 50%;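 also: plate controls were vehicle with enzyme for no effect and no enzyme for full effect; many of its hits are not listed in these tables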
# Numbers without * were called inactive; i = inactive; · = not tested or not shown.
# Value order – GSK3A inh	HSP90 refold inh	HSF1 inh	AI-2 QS mod	HDAC3 inh	Platelet DG rel	DYRK1A inh	GSK3B inh	HSF1 activator	PolyA inh
- O=C(CCC(=O)N1CCSc2ccccc21)NCCc1ccccc1
→ -3	-1	-2	6	-3	2	-7	2	-13	i
- COc1ccc(Sc2nnc(-c3ccccc3)cc2C#N)cc1
→ -3	-3	11	9	9	11	10	-1	29	i
- Cc1ccc2oc(=O)c3cnn(CC(=O)NC4CCN(Cc5ccccc5)CC4)c3c2c1
→ 1	2	-1	-3	0	-8	-3	-1	8	i
- O=[N+]([O-])c1cccc2ccc(/C=C/c3ccc(Cl)cc3)nc12
→ 1	0	6	16	-4	-4	5	4	36	i
- Cc1cc(NC(=O)CSc2nnc(-c3cccc(Cl)c3)o2)no1
→ -3	-3	7	22	-2	-13	-3	3	-4	i
- CCC1CCCCN1CCCNC(=O)Cn1c(=O)c2cccn2c2ccccc21 (centres undefined)
→ -1	-2	0	6	-8	-19	-2	2	11	i
- CN(C(=O)COC(=O)c1cccc(NS(=O)(=O)c2ccc(F)c(F)c2)c1)C1CCS(=O)(=O)C1 (centres undefined)
→ -3	-4	-8	9	-5	3	-2	1	4	i
- O=C(CNC(=O)c1ccccc1)Oc1ccc([N+](=O)[O-])cc1
→ -2	-1	-3	10	-5	-9	-7	4	8	i
- CCC1CCCCN1C(=O)c1ccc(OC)c(OC2CCN(C(C)C)CC2)c1 (centres undefined)
→ 0	-4	-4	19	-1	1	-1	-5	-2	i
- COc1ccc(S(=O)(=O)Nc2ccccn2)c(C)c1C
→ 0	-1	-6	32	4	1	-3	-1	0	i
- Cc1ccc2c(COC(=O)C3=COCCO3)cc(=O)oc2c1
→ ·	-5	17	9	·	-6	2	-1	20	i
- O=C(NCC(=O)N(Cc1ccccc1)C(C(=O)NC1CCCCC1)c1ccco1)c1ccco1 (centres undefined)
→ -5	4	-3	13	-3	18	-8	2	-1	i
- COc1cccc(C(=O)OCn2nnc3ccccc3c2=O)c1OC
→ 0	·	6	10	·	3	-2	4	-14	i
- Nc1nc(-c2ccc(Br)cc2)cs1
→ -1	0	-6	8	3	9	-10	-7	23	i
- Cc1csc(NC(=O)C(NS(=O)(=O)c2ccc(Br)s2)c2ccccc2)n1 (centres undefined)
→ -3	4	5	9	-3	11	-2	2	15	i
- O=C(CN(C(=O)c1ccco1)c1cccc(F)c1)NCc1ccc(F)cc1
→ 0	1	4	1	2	-1	1	0	29	i
- CCOC(=O)C1CCN(C(=O)c2ccc(SC)cc2OC)CC1
→ 6	0	-4	34	-4	2	5	2	-10	i
- Cc1cc(C)n2nc(C(=O)OCC(=O)c3c[nH]c4ccccc34)nc2n1
→ -2	5	5	22	1	14	1	-2	16	i
- O=C1N(Cc2cccc(Cl)c2)C[C@@H]2C[C@@H](c3c[nH]c4ccccc34)N3CCC[C@@]123
→ 1	0	3	29	-1	-2	-2	0	17	i
- O=c1[nH]c(=O)n(CCOc2ccc(Cl)cc2)cc1Br
→ -1	2	-3	-2	1	-3	2	2	10	i
- CSc1n[nH]c(-c2ccc(C(F)(F)F)cc2)n1
→ -1	8	5	5	-1	11	-11	3	35	i
- COc1ccc(-c2[nH]ncc2/C=N\NS(=O)(=O)c2ccc(Cl)cc2)cc1
→ 0	1	-12	12	3	2	10	0	-10	i
- COc1ccccc1-n1c(SCC(=O)O)nc2c(sc(=S)n2-c2ccc(Cl)c(C)c2)c1=O
→ -4	-7	-1	20	8	-5	1	6	-8	i
- CCOc1cc(/C=N/NC(=O)Cc2ccc(C(F)(F)F)cc2[N+](=O)[O-])c(Br)cc1OC
→ 0	-1	1	0	-7	-5	-1	0	36	i
- Cc1[nH]c2ccccc2c1SCC(=O)Nc1nccs1
→ -2	1	13	-10	0	-11	16	1	12	i
- CCOC(=O)n1c(=O)n(Cc2ccc(OC)cc2)c2ccccc21
→ 0	-2	-10	25	-3	·	3	2	-11	i
- COc1ccc(NC(=O)CSCC(=O)N=c2sccn2C)cc1
→ -1	-10	1	13	1	-4	-1	3	1	i
- Cc1cccc(CSc2nnc(N)n2-c2ccccc2)c1
→ 4	-3	-2	3	5	-6	-1	-2	6	i
- Cc1ccc(N(C(=O)CNC(=O)c2ccco2)C(C(=O)NCC2CCCO2)c2ccccc2)c(C)c1 (centres undefined)
→ -2	7	2	6	8	0	-8	4	7	i
- O=C(CCl)NNc1cccc(Cl)n1
→ 1	3	·	5	5	·	-3	0	·	i
- CCOc1ncccc1C(=O)Nc1ccc(OC)c(S(=O)(=O)N2CCCCC2)c1
→ 0	-1	3	-2	-3	1	5	-7	2	i
- COCc1ccc(CN2CCC(N3CCC(C(=O)N4CCCC4)CC3)CC2)o1
→ ·	4	-10	6	·	0	·	2	-2	i
- CC(C)n1nnnc1SCC(=O)Nc1ccc2c(c1)OCO2
→ 0	0	14	16	2	1	-5	2	21	i
- CC(OC(=O)CN(C)S(=O)(=O)c1ccc(Cl)cc1)C(=O)Nc1ccc(N2CCOCC2)cc1 (centres undefined)
→ ·	6	0	15	·	-6	1	5	9	i
- OC(COc1ccc(Br)cc1)CN1CCN(c2ccccc2)CC1 (centres undefined)
→ 1	-4	6	7	-1	0	-1	3	6	i
- O=C(Nc1cccc(-c2csc(Nc3ccc(Cl)cc3)n2)c1)c1ccccc1
→ -1	·	16	12	7	1	1	1	-1	i
- Cc1onc(-c2ccccc2Cl)c1C(=O)Nc1nc2c(s1)CCCC2
→ 6	-3	-7	11	-2	1	-3	-2	-8	i
- C[n+]1ccc(C(=O)NCc2ccccc2)cc1
→ -2	-3	-4	11	9	21	·	-4	5	i
- CC(=O)c1ccc(S(=O)(=O)N2CCN(C(=O)CSC(=S)N3CCCC3)CC2)cc1
→ ·	·	3	17	·	16	1	3	-2	i
- CCc1cc[n+](C2=C([O-])c3ccccc3C(=O)/C2=N\S(=O)(=O)c2cccs2)cc1
→ 2	8	19	10	3	3	8	0	30	i
- OCCC1CN(CC#Cc2ccccc2)CCN1C1CCCC1 (centres undefined)
→ -1	4	-5	6	·	4	-7	1	-14	i
- CC(=O)OC1=C(O)C(=O)c2ccccc2C1=O
→ 2	·	4	-23	1	-4	·	2	14	i
- O=C(NCc1ccccc1F)C(=O)NCC1OCCCN1S(=O)(=O)c1cccs1 (centres undefined)
→ 2	1	3	0	-2	-17	-1	1	-2	i
- O=C(Nc1ccccc1)c1ccccc1N=Cc1ccccc1O
→ 0	-2	5	1	-22	3	4	-4	18	i
- Cc1ccc(-c2onc(C)c2C)cc1S(=O)(=O)N1CCOc2ccccc21
→ -1	5	-3	13	-6	-3	-1	2	-8	i
- CC1(C)Cc2c(c(N3CCOCC3)nc3sc4c(NCc5ccco5)nnnc4c23)CS1
→ 0	4	-10	24	5	4	1	0	-5	i
- C[C@H]1[C@@H](OC(=O)CCC(=O)O)O[C@@H]2OC3(C)CC[C@H]4[C@H](C)CC[C@@H]1[C@@]24OO3
→ -4	·	-4	42	-3	-3	·	-2	-4	i
- CCOc1ccc(-n2c(C)nc(O)c2N=Nc2ccccc2)cc1
→ 5	1	3	-6	9	-6	0	3	-3	i
- Cc1ccc(-c2nc(N/N=C/c3ccncc3)c3ccccc3n2)cc1
→ -1	47*	32	21	-12	109*	-1	0	35	i
- CCC(C)NS(=O)(=O)c1cc2c3c(c1)CCN3C(=O)CC2 (centres undefined)
→ -2	-2	0	11	0	1	·	-1	2	i
- CN(C)S(=O)(=O)c1cc(NC(=O)c2ccc(-n3ccnc3)c([N+](=O)[O-])c2)ccc1Cl
→ -3	1	-5	3	0	0	5	0	1	i
- CCOC(=O)CN1C(=O)S/C(=C\c2ccc(-c3cccc(C(=O)O)c3C)o2)C1=O
→ -3	·	1	45	6	-7	·	6	15	i
- CC1CCCCN1C(=O)CSc1nc(N)cc(=O)[nH]1 (centres undefined)
→ 2	1	-5	18	-5	3	2	-2	-4	i
- Cc1ccc(S(=O)(=O)/N=C/c2ccc(N(C)C)cc2)cc1
→ 1	-2	-1	15	6	6	5	2	-15	i
- CCOC(=O)N1CCN(CC(O)COC2CC(C)CC(C)(C)C2)CC1 (centres undefined)
→ -3	-4	-84*	14	1	-3	6	3	-88	i
- Cc1cc(NC(=O)c2cccc([N+](=O)[O-])c2)no1
→ -1	3	3	22	-7	-18	-4	-2	9	i
- O=C1/C(=C/c2ccc(O)c([N+](=O)[O-])c2)SC(=S)N1Cc1ccccc1
→ -2	-3	0	-12	1	5	3	2	33	i
- COc1ccc(CN2CCNC(=O)C2CC(=O)N(C)Cc2ccno2)c(F)c1 (centres undefined)
→ -2	0	-5	37	-4	5	-2	-1	-2	i
- O=C(NC(C(=O)N1CCCC1C(=O)O)=C1CCCCC1)c1ccccc1 (centres undefined)
→ -1	6	3	34	-1	-8	2	-2	-17	i
- CN(Cc1ccc(C(F)(F)F)cc1)C(=O)c1ccc2ccccc2n1
→ 0	-2	26	·	2	2	3	·	44	i

# Remaining list, next part
# Value order – GSK3A inh	HSP90 refold inh	HSF1 inh	AI-2 QS mod	HDAC3 inh	Platelet DG rel	DYRK1A inh	GSK3B inh	HSF1 activator	PolyA inh
- C/C(=N\Nc1ccc(F)cc1F)c1cccs1
→ -1	0	7	0	-3	4	·	1	16	i
- Cc1noc(C)c1CN1C(=O)NC2(CCc3ccccc3C2)C1=O (centres undefined)
→ -2	-2	-1	20	6	2	-2	5	11	i
- COc1ccc(N2CCN(C(=O)c3c(Cl)cnn3C)CC2)cc1
→ -3	1	-4	1	3	1	4	1	-16	i
- CC(C(=O)Nc1ccc(F)c(F)c1)N1CCN(C)CC1 (centres undefined)
→ -1	1	-5	6	-4	1	0	5	-12	i
- O=C(NC1CCCCCC1)C(=S)N1CCOCC1
→ -4	0	-3	11	7	8	0	0	-2	i
- CCCN(CCC)CCCNC(=O)C1CCN(S(=O)(=O)c2cccc3nsnc23)CC1
→ -5	-2	3	31	-12	-1	-4	2	-11	i
- COc1cc(C(=O)NCC(=O)NCCSc2ccc(Br)cc2)cc(OC)c1OC
→ -2	·	3	17	2	38	-6	1	7	i
- O=C(NCc1ccncc1)c1ccc(Cl)c(S(=O)(=O)N2CCCCC2)c1
→ -4	3	-12	15	1	1	-5	5	-4	i
- O=C(NCCc1ccc(Cl)cc1)c1n[nH]c2ccccc12
→ -1	0	·	-23	-3	-6	3	2	·	i
- CCCCn1c(C(C)NC(=O)CCC)nc2ccccc21 (centres undefined)
→ 1	-8	-3	18	6	2	-1	1	-12	i

# The list is partial. The share of hits here may be higher or lower than overall.
